P. falciparum M1AAP – P. falciparum M1AAP inhibitors, biochemical, fluorogenic H-Leu-NHMec substrate, 1536-well (AID 1445) | inhibition, % at 30 µM, or IC50 in µM where a hit was titrated | hit rate 0.42% among 220,000 | recombinant M1AAP, H-Leu-NHMec fluorogenic kinetic assay; higher % means a stronger effect;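 active means primary inhibition above the hit cutoff, then over 50% inhibition at one or more dose response concentrations, cut at about 23% in these data, passing the limit was not always enough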;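 further: plate controls were DMSO full reaction for no effect and no enzyme background for full effect; strong numbers were not always called active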
M17LAP inhibition – P. falciparum M17LAP inhibitors, primary screen, biochemical, fluorogenic H-Leu-NHMec substrate, 1536-well (AID 1619) | recombinant M17LAP, H-Leu-NHMec fluorogenic kinetic assay; higher % means a stronger effect | one-dose inhibition, % at 30 µM; IC50 in µM for titrated hits | hit rate 0.38% among 220,000;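 active means compound inhibiting the enzyme by more than half at any dose during confirmatory dose-response retesting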;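 further: plate controls were full reaction with DMSO carrier for no effect and no enzyme background for full effect; strong numbers were not always called active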
Autophagy HCS – modulators of autophagy; MEF GFP-LC3 puncta imaging; test concentration mostly 10 µM; hit rate 0.98% among 190,000; calls only at 10 µM (by protocol);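 active means percentage of spot-positive cells more than 3 SD above its plate mean, without a fluorescence outlier flag or 80% toxicity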;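 further: spot-positive cell cutoff set from DMSO-treated cells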
MT stabilize HCS – microtubule stabilization, imaging screen; HeLa tubulin immunostaining HCS, 24 h; share of cells brighter than vehicle mean+2SD; % tubulin-high responders, % at 10 µM; hit rate 0.83% among 200,000;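 active means plate Z-score above 3 for both tubulin-high and condensed-nucleus cell shares, with cell loss under 80%, at 10 µM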;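 further: anti alpha tubulin signal scored within the nucleus-defined area of each cell; some results filed as inactive read as strong as hits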
T cell HTS – T cell immune modulation candidate; 2C CD8+ T cell-vesicle binding, flow cytometry; stronger effect = lower value; calls only at 7 µM; hit rate 0.068% among 330,000;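 active means response, share of CD8 T cells binding vesicles, and their 90th percentile fluorescence all below set limits, cut at about 80% in these data, passing the limit was not always enough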
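Also added: QL9-peptide-loaded Drosophila micro-vesicles bearing Ld, ICAM-1 and B7-1; Test system: purified 2C TCR transgenic mouse naive CD8+ T cells; Measured by: cytometric PE anti-B7-1 and Alexa647 anti-CD8 signals after 1% paraformaldehyde fixation; Timing: binding step 1.5 h, 37 °C, antibody labelling 20 min, ice.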
Yfh1-off respiration – enhancers of respiration in Yfh1-depleted yeast, dose response, Friedreich's ataxia, plus single-dose screen (AID 1465); hit rate 0.074% among 220,000; S. cerevisiae Yfh1-off respiration, WST-1 reduction, 72 h; higher fold induction means a stronger effect; fold induction at 50 µM, or EC50 in µM where a hit was titrated;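 active means fold induction of absorbance versus untreated yeast above a set limit, then at least 30% activation at any dose in follow-up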;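 further: activators that raise dye reduction in frataxin-depleted yeast; strong numbers were not always called active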
b-catenin transl – beta-catenin nuclear translocation modulation; HeLa beta-catenin nuclear translocation, immunofluorescence imaging; nuclear translocation activity, % at 5 µM; hit rate 0.3% among 190,000; AID 1665;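 active means nuclear translocation activity above 50% at 5 µM, with a well cell count of 50 or more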;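 further: per-cell ratio of nuclear to cytoplasmic median beta-catenin stain intensity; plate controls were DMSO negative control for no effect and GSK-3 inhibitor IX positive control for full effect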
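System: Human HeLa cells, endogenous beta-catenin | Compound dosing: 5 µM primary, 0.02–20 µM confirmation | Timing: 24 h compound exposure at 37°C, 5% CO2 | Measured by: Fluorescence imaging of beta-catenin antibody stain plus DAPI | Read-out basis: % activation of per-cell nuclear versus cytoplasmic median beta-catenin signal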
WT yeast gro inh – growth inhibition of WT yeast, mitochondrial fusion screen | mitochondrial fusion phenotypic screen, WT strain | inhibition, % at 10 µM | hit rate 2.1% among 190,000; in the data active means inhibition above about 58%; tested in S. cerevisiae
Dynein cargo inh – blocks dynein driven cargo transport along microtubules; 3617.4 mouse cells, GR-EGFP nuclear translocation imaging; test concentration mostly 20 µM; stimulated with dexamethasone, 1 µM; stronger effect = lower value; z-score, hits read low; hit rate 0.47% among 220,000; AID 1381;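 active means plate z-score of nuclear minus cytoplasmic receptor signal below a set negative limit, without overly bright fluorescence or cell loss, cut at about -3.5 in these data, passing the limit was not always enough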;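 further: z-score of nuclear minus cytoplasmic ring GR-EGFP intensity difference per well; some compounds called inactive have numbers as strong as hits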
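Buffer or medium: tet-free, stripped-serum medium; reagent: dexamethasone at 1.0 µM final, 30 min; incubation: 48 h induction, 1 h compound, 30 min dex at 37 °C; measured by: formaldehyde fixation, Hoechst nuclear stain, 10x automated fluorescence imaging; read-out: nuclear-to-cytoplasmic GR-EGFP distribution per well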
WT yeast gro inh mutant strain – also measured in WT yeast gro inh; calls as there; inhibition, %; mitochondrial fusion phenotypic screen, mutant strain inhibition
Dynein cargo inh cytoplasmic EGFP – recorded beside Dynein cargo inh, whose call it bears; z-score; measured here: cytoplasmic GR-EGFP intensity; stronger effect = higher value
Dynein cargo inh nuclear GR-EGFP – recorded beside Dynein cargo inh, whose call it bears; z-score; measured here: nuclear GR-EGFP intensity;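 lower value marks the stronger effect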
Dynein cargo inh cell count – recorded beside Dynein cargo inh, whose call it bears; z-score; measured here: cell count per field
b-catenin transl cell count 5 µM – second read-out of b-catenin transl, no call of its own (marks repeat the call); cell count; measured here: cell count, cytotoxicity flag
T cell HTS vesicle-bound % – also measured in T cell HTS; calls as there; double positive events, %; measured here: CD8+ vesicle-bound cell fraction;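 binding gate set so that unloaded-vesicle control wells show 10% double positive cells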
MT stabilize HCS Hoechst-high % – further read-out of MT stabilize HCS, marked with its call; % Hoechst-high responders; measured here: nuclear condensation Hoechst responders;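 share of cells brighter than vehicle mean plus two SD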
MT stabilize HCS cytotoxicity % – second read-out of MT stabilize HCS, no call of its own (marks repeat the call); toxicity, %; measured here: cytotoxicity by cell density;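 0% = mean cell density of plate MIN control wells and 100% = no cells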
Autophagy HCS cell loss 18 h – also measured in Autophagy HCS; calls as there; toxicity, %; measured here: cell loss, nuclei count;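 cell loss after 18 h compound exposure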
* hit, by the source's call; i = inactive; x = no result given.

SMILES,P. falciparum M1AAP,M17LAP inhibition,Autophagy HCS,Autophagy HCS cell loss 18 h,MT stabilize HCS,MT stabilize HCS Hoechst-high %,MT stabilize HCS cytotoxicity %,T cell HTS,T cell HTS vesicle-bound %,Yfh1-off respiration,b-catenin transl,b-catenin transl cell count 5 µM,WT yeast gro inh,WT yeast gro inh mutant strain,Dynein cargo inh,Dynein cargo inh cytoplasmic EGFP,Dynein cargo inh nuclear GR-EGFP,Dynein cargo inh cell count
Nc1nnc(SCCN2C(=O)c3ccccc3S2(=O)=O)s1,4%,6%,i,-8,4.0,2.2,2.6,i,13,i,x,x,1,3,2.3,-0.21,1.9,-0.86
COc1ccc(C2CC(=O)C3=C(C2)Nc2ccccc2N(C(=O)CCC(=O)O)C3c2ccc(F)cc2)cc1 (stereo unspecified),8%,18%,x,x,x,x,x,i,39,i,-1.4,1316,x,x,0.16,-0.17,0.067,0.71
CC1=NOC(=O)/C1=C/c1ccc2c(c1)OCO2,1%,10%,i,-14,5.2,2.0,0.9,i,6,i,-2.6,1084,9,1,-0.49,-0.15,-0.47,1
Brc1ccccc1OCCCn1cnc2ccccc21,-4%,0%,i,-10,3.4,1.9,13,i,20,i,x,x,56,56,-1.1,-0.025,-0.29,0.97
O=P(c1ccc2c(c1)OCCO2)(N1CCOCC1)N1CCOCC1,12%,-5%,i,0,2.6,1.7,5.3,i,23,i,0.2,1129,-6,-1,1.9,-0.15,1.1,-1.7
O=S(=O)(Nc1ncccn1)c1ccc(Nc2ncnc3ccccc23)cc1,11%,19%,i,9,3.1,1.9,7.7,i,39,i,-1.2,1109,-6,-6,-0.16,-0.22,-0.21,0.99
CC(Nc1ccccc1)c1ccncc1 (stereo unspecified),-2%,-1%,i,4,8.0,1.2,9.2,i,32,i,-0.2,1543,-11,2,0.77,-0.29,-0.038,-0.21
CS(C)(=O)=NS(=O)(=O)c1ccc(Cl)cc1,2%,3%,i,-4,2.1,1.3,5.8,i,20,i,-5.3,996,10,14,-0.57,0.17,-0.43,0.47
CCN(CC(=O)Nc1sc2c(c1C#N)CCCC2)CC(=O)NC1CCS(=O)(=O)C1 (stereo unspecified),-7%,0%,i,1,3.3,2.6,8.4,i,27,i,1.4,1087,-6,-1,0.023,-0.35,-0.55,0.08
O=C(O)c1ccc(NC(=O)C2(c3ccccc3)CCCC2)cc1,3%,4%,x,x,x,x,x,i,50,i,0.9,1315,x,x,-1.3,-0.25,-0.5,1.2
CCCN(CCC)S(=O)(=O)c1ccc(C(=O)N2CCCc3ccccc32)cc1,3%,0%,i,3,1.9,0.8,3.3,i,38,i,-1.7,1187,5,0,-0.39,-0.24,-0.059,0.79
CCOc1ccccc1C1CC(=O)NC(SCC)=C1C#N (stereo unspecified),8%,-12%,i,-6,3.2,2.9,4.6,i,4,i,-0.2,1080,8,-27,0.065,-0.091,0.047,0.34
O=C(NCC1CCCN(C(=O)NCc2ccccc2)C1)c1ccc2c(c1)OCO2 (stereo unspecified),16%,4%,i,2,2.0,2.1,6.1,i,53,i,1.4,991,3,8,0.87,0.00049,0.67,-0.89
COCCSc1ccccc1C(=O)Nc1cc([N+](=O)[O-])ccc1OC,4%,5%,i,-6,3.3,3.7,3.7,i,47,i,-0.4,1473,-17,-7,-0.14,-0.2,-0.46,0.57
CCCCCCC(=O)NNC(=O)c1c(O)c2ccccc2n(CCC)c1=O,7%,2%,i,-14,2.0,2.9,7.6,i,49,i,0.2,1498,-12,9,-0.21,-0.2,-0.25,-0.21
CC(NC(=O)C1CCCC1)C1CC2CCC1C2 (stereo unspecified),6%,-4%,i,12,2.1,2.6,5.9,i,30,i,x,x,-4,-5,-0.87,-0.074,-0.8,1.2
COc1ccc(Nc2nnc(C)c(=O)[nH]2)c(OC)c1,0%,-1%,x,x,x,x,x,i,44,i,1.1,1340,x,x,1.9,-0.067,1.9,-2.9
O=C(CCC(=O)c1ccccc1)NCCOc1ccccc1,7%,4%,i,19,5.4,1.9,12,i,38,i,0.3,1526,-7,13,1.6,-0.31,1.1,-0.33
O=C(CSc1nnnn1-c1ccc(F)cc1)NC1CCCCC1,4%,8%,i,2,2.0,0.1,25,i,59,i,x,x,14,10,-0.16,-0.23,0.17,0.76
CN(C)S(=O)(=O)c1ccc(Cl)c(NC(=O)CN2CCCCCC2)c1,6%,-5%,i,-5,3.2,3.7,9.8,i,24,i,-0.6,928,-10,-8,0.52,-0.22,-0.003,0.43
Cc1cc(C)n2nc(C(=O)OCCOc3ccc(F)cc3)nc2n1,6%,8%,i,-57,2.2,2.1,4.8,i,33,i,-2.2,755,-14,13,-0.87,-0.057,-0.35,0.57
CCOC(=O)C1=C(C)NC2=C(C(=O)C(C(=O)OCC)C(c3ccco3)C2)C1c1ccccn1 (stereo unspecified),10%,-29%,i,-9,3.5,1.5,6.0,i,46,i,-1.3,1167,9,-5,-0.097,-0.22,0.061,-0.39
CNc1cc(Cl)nc(SC)n1,6%,-3%,i,22,1.3,1.6,8.6,i,34,i,-4.8,1054,8,11,-0.49,-0.23,-0.2,0.45
Cc1ccc(N2CCN(S(=O)(=O)c3ccc4c(c3)n(C)c(=O)c(=O)n4C)CC2C)cc1 (stereo unspecified),1%,-11%,i,5,5.3,2.2,5.7,i,9,i,0.7,491,-9,-20,-0.77,-0.29,0.38,0.56
COc1cccc(/C=N/NC(N)=S)c1OCc1cccc(Cl)c1,2%,16%,i,-2,2.6,2.6,1.2,i,58,i,x,x,-8,0,-0.86,-0.22,-0.52,0.35
CCN(CC)S(=O)(=O)c1ccc(C(=O)OC2CCCCC2CN(C)C)cc1 (stereo unspecified),-5%,3%,i,-2,1.2,0.9,4.2,i,49,i,-1.8,752,-8,3,0.72,-0.2,0.037,0.004
O=C(Nc1nc2ccc(S(=O)(=O)N3CCCCC3)cc2s1)C1CCCO1 (stereo unspecified),2%,-9%,i,3,6.0,0.1,74,i,44,i,-1.0,1037,16,-9,-0.76,-0.11,-0.48,0.084
CC(C)(C)c1ccc(/C=C(\C#N)C(=O)NCCN2CCOCC2)cc1,8%,8%,i,-5,1.1,1.1,2.0,i,40,i,-0.9,1034,-4,-4,-0.54,-0.27,-0.19,-0.064
O=C(O)C1CC=C(Cl)CC1C(=O)NCC1OCCc2ccccc21 (stereo unspecified),1%,36%,i,-4,3.4,2.4,3.0,i,18,i,-0.9,1401,26,22,-0.27,-0.31,-0.039,0.18
COC(=O)c1ccc(NC(=S)NC2CCc3ccccc32)cc1 (stereo unspecified),0%,-8%,i,-5,1.8,2.3,4.5,i,53,i,2.4,823,6,-6,-0.47,-0.0063,-0.22,0.2
N#CC(C#N)=Cc1cccn1-c1ccc(C(=O)O)cc1,5%,38%,i,-9,3.4,1.6,3.5,i,47,i,0.2,1094,-11,-14,-0.95,-0.36,-0.9,1.5
O=C(NC(=S)Nc1ccccc1Cl)c1cncc(C#Cc2ccccc2)c1,7%,4%,x,x,x,x,x,i,33,i,0.4,1281,x,x,0.28,-0.23,0.05,-0.41
O=S(=O)(c1ccc(-c2ccon2)s1)N1CCOCC1,0%,2%,x,x,x,x,x,i,37,i,0.1,1299,x,x,-1.1,-0.22,-0.64,0.7
COc1cccc(-c2cc(N3C(=O)Nc4ccccc4N3O)n[nH]2)c1,-1%,-3%,i,13,5.0,2.4,8.3,i,41,i,-0.7,1119,12,0,-0.22,-0.3,-0.19,0.91
O=S(=O)(NCCSc1nnc(-c2ccco2)n1-c1ccccc1)c1ccccc1,-1%,1%,i,2,2.9,1.4,8.0,i,4,i,-3.5,1049,8,-6,3.4,0.34,1.5,-1.4
CCN(CC)S(=O)(=O)c1cccc(NC(=O)c2cc(=O)[nH]c3ccccc23)c1,2%,-1%,i,13,8.9,1.5,1.5,i,40,i,-2.9,1075,19,6,0.23,-0.27,-0.091,0.31
O=C(Nc1ccccc1C(=O)Nc1ccc2c(c1)OCO2)c1cccs1,1%,2%,i,-14,1.8,1.6,9.4,i,48,i,-7.0,1203,12,7,0.12,-0.28,0.45,1.2
CCOC(=O)C(CC)Sc1nc(N)c(NC(=O)c2ccc(OC)c(OC)c2)c(=O)[nH]1 (stereo unspecified),6%,-20%,i,-4,2.5,3.4,11,i,25,i,0.6,936,-5,0,-0.79,-0.24,-0.45,0.32
